TROY NFkB inh: inhibitors of TROY-driven NF-kB signaling, primary screen, Q293 LMP1-TROYcd cells, NF-kB luciferase, uHTS; Q293 LMP1-TROYcd NF-kB luciferase reporter, 4 h; inhibition, % at 10 µM; 360,000 compounds, 0.98% hits;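 active = compounds whose plate-normalised and pattern-corrected inhibition of the luciferase reporter signal at the single screening dose is 50% or more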
NCOA3 inh: SRC3 coactivator transcriptional activity inhibitors, primary screen, cell-based, luminescence | Nuclear receptor coactivator 3 (Homo sapiens), Q9Y6Q9 | HEK293 GAL4-SRC3 luciferase reporter | inhibition, % at 3.6 µM | 360,000 compounds, 0.17% hits;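 active = inhibition above a per-campaign cutoff, the mean of all compounds plus 3 SD, cut at about 60% in these data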;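 note: 0% = DMSO-treated cells and 100% = gossypol-treated cells at 36 µM; higher means less SRC3-driven luciferase light from the GAL4 reporter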
NCOA2 inhibitor: inhibition of GAL4-SRC2 driven luciferase reporter, primary screen, SRC2 inhibitor project, cell-based, luminescence; HEK293 GAL4-SRC2 luciferase reporter; AID 651957, 2012; inhibition, % at 9 µM; 370,000 compounds, 0.17% hits;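 active = inhibition above the mean inhibition of all tested compounds plus 3 SD, set per campaign, cut at about 52% in these data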;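 note: 0% = DMSO treated cells and 100% = cells given Gossypol at 36 µM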
TRAIL sens C8: viability loss with TRAIL in NB7+C8 cells, primary screen, TRAIL sensitizer project, cell-based, ATPlite luminescence. AID 624354, 2012. inhibition (viability loss, TRAIL sensitization), % at 10 µM. 360,000 compounds, 1% hits;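 active = compounds causing at least 50% loss of cell viability in the single-dose screen, relative to plate controls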
NR5A2 inv ag: LRH-1 (NR5A2) inverse agonists, primary screen, cell-based, luminescence, HEK293T, StAR-luciferase reporter | Nuclear receptor subfamily 5 group A member 2 (Homo sapiens), O00482 | LRH-1 transfected, 24 h | inhibition, % at 3.6 µM | 360,000 compounds, 0.13% hits | AID 602396, 2012;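 active = inhibition above the mean inhibition of all tested compounds plus 3 SD, cut at about 73% in these data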;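 note: 0% = DMSO wells and 100% = reporter-only cells lacking LRH-1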
Target sequence (O00482 whole entry, looked up): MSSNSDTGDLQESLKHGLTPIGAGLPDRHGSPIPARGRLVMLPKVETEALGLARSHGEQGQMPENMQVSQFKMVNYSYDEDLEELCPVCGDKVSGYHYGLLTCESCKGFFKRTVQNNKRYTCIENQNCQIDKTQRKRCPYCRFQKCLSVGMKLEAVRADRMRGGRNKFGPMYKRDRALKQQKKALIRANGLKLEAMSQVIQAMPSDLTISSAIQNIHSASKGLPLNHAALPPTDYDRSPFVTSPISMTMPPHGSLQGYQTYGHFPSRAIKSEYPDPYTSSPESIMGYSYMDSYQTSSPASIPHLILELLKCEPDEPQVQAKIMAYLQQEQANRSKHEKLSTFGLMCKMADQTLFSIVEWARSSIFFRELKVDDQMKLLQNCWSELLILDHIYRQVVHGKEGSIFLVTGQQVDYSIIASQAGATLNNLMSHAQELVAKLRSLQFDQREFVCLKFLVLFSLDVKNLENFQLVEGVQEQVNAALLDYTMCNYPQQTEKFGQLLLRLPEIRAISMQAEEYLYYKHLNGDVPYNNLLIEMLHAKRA
KKLEB tox: cytotoxicity in KKLEB CF airway cells, primary screen, cytotoxicity control for CF NF-kB inhibitor project, cell-based, uHTS, fluorescence assay plates. activity change (cytotoxicity), % at 5 µM. AID 602141, 2011. 360,000 compounds, 0.36% hits. KKLEB CF airway cells viability, ATPlite luminescence, overnight; active compounds read low; cells stimulated with P. aeruginosa culture filtrate;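 active = corrected activity change at or below -50% at 5 µM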
TWEAK-Fn14 inh: inhibitors of TWEAK-Fn14 signaling, primary screen, luciferase reporter cells, uHTS; inhibition, % at 10 µM; AID 1159606, 2016; TWEAK-stimulated Fn14 reporter cells, luciferase luminescence, 8 h; 360,000 compounds, 2% hits; in the data active = inhibition above about 50%
CF NFkB block: inhibitors of PAF-induced NF-kB signaling, primary screen, cell-based, GFP fluorescence, uHTS. 360,000 compounds, 0.86% hits. KKLEB NF-kB-GFP reporter, GFP fluorescence overnight. AID 588850, 2011. inhibition, % at 5 µM;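 active = at least 50% inhibition at 5 µM, scaled per plate between neutral and stimulator controls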;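 note: PAF is a Pseudomonas aeruginosa culture filtrate used as stimulus; plate controls were PAF-stimulated DMSO wells for no effect and unstimulated DMSO wells for full effect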
LMP1 NFkB inh: EBV LMP1-driven NF-kappaB luciferase reporter inhibitors, primary screen, cell-based, luminescence, single point | 350,000 compounds, 0.69% hits | AID 504558, 2011 | inhibition, % at 12.5 µM | LMP1-induced NF-kappaB luciferase reporter cells; in the data active = inhibition above about 41%;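 note: 0% = neutral control wells and 100% = reference inhibitor control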
NR2F2 inh: NR2F2 transcriptional activity inhibitors, primary screen, cell-based, luciferase reporter, HEK293T, luminescence; COUP transcription factor 2 (Homo sapiens), P24468; HEK293T NGFI-A luciferase reporter; inhibition, % at 8.6 µM; 370,000 compounds, 0.7% hits; AID 686940, 2013;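 active = inhibition above a per-plate cutoff, mean inhibition of test wells between control levels plus 3 SD, cut at about 38% in these data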;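 note: cells cotransfected with COUP-TFII expression vector driving the NGFI-A reporter; 0% = median of COUP-TF2 test wells and 100% = reporter-only cells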
NCOA1 inh: SRC1 coactivator transcriptional activity inhibitors, primary screen, cell-based, luminescence; 360,000 compounds, 0.12% hits; HEK293 GAL4-SRC1 luciferase reporter; Nuclear receptor coactivator 1 (Homo sapiens), Q15788; inhibition, % at 3.6 µM;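 active = inhibition above the campaign mean plus 3 SD, with each screening campaign given its own cutoff, cut at about 60% in these data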;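 note: 0% = DMSO treated cells and 100% = gossypol at 36 µM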
* marks the source's active call; other numbers are inactive results; nt = not tested or not shown.

SMILES	TROY NFkB inh	NCOA3 inh	NCOA2 inhibitor	TRAIL sens C8	NR5A2 inv ag	KKLEB tox	TWEAK-Fn14 inh	CF NFkB block	LMP1 NFkB inh	NR2F2 inh	NCOA1 inh
CCCN1CCN(C(=O)c2cc(COc3ccc4ncccc4c3)on2)CC1	33.8	14.4	16.0	7.9	10.2	5.4	-2.5	13.9	7.8	30.9	21.4
CCOc1ccc(NC(=O)N(c2ccccc2)c2ccccc2)cc1	-8.8	-0.4	-7.4	7.0	-2.1	9.6	-4.6	-4.2	1.1	13.3	-11.9
O=C(N/N=C\c1cccnc1)c1ccc(Cl)cc1Cl	-57.7	-14.3	nt	17.7	23.9	7.9	1.9	-4.8	0.7	nt	-29.8
COc1ccc(OC)c(C2C(C(=O)c3ccc(C)o3)=C(O)C(=O)N2CCN2CCOCC2)c1 (stereo unspecified)	-18.7	12.7	-7.0	-10.9	-7.6	9.8	21.1	-19.9	3.8	-4.3	-3.0
O=C(O)CC(SCC(=O)NC1CCCc2ccccc21)C(=O)O (stereo unspecified)	-7.8	12.1	11.7	-15.9	-4.7	6.4	-14.3	1.2	-2.6	15.3	12.5
COc1ccc(C2C(C#N)=C(C)NC(C)=C2C(=O)OC(C)C)c(OC)c1 (stereo unspecified)	-19.1	-1.6	-10.1	-5.0	-0.8	-14.1	-16.7	-20.4	-7.1	-23.5	-1.4
Cc1ccc2nc(SCC(=O)Nc3nnc(SCC(N)=O)s3)[nH]c2c1	-8.0	6.6	-15.2	9.4	-1.4	-8.7	-0.1	-8.6	-12.8	16.6	-4.2
CCc1nnc(NC(=O)C2CCN(C(=O)NC3CCCCC3)CC2)s1	-15.8	1.7	9.9	17.2	3.4	12.0	4.5	-9.0	-3.6	-4.9	-8.0
N#CCC(=O)c1sccc1-n1cccc1	-0.1	11.9	-5.6	-15.7	8.3	-8.2	5.0	-18.5	2.9	12.6	-5.7
CCCn1nc(NS(=O)(=O)c2ccccc2)c2cc3cc(C)ccc3nc21	-18.6	15.0	-4.2	-4.1	-1.3	3.0	10.9	-0.5	0.9	28.8	-0.4

Some of these compounds in order of molecular weight, lowest first:
SMILES	TROY NFkB inh	NCOA3 inh	NCOA2 inhibitor	TRAIL sens C8	NR5A2 inv ag	KKLEB tox	TWEAK-Fn14 inh	CF NFkB block	LMP1 NFkB inh	NR2F2 inh	NCOA1 inh
N#CCC(=O)c1sccc1-n1cccc1	-0.1	11.9	-5.6	-15.7	8.3	-8.2	5.0	-18.5	2.9	12.6	-5.7
O=C(N/N=C\c1cccnc1)c1ccc(Cl)cc1Cl	-57.7	-14.3	nt	17.7	23.9	7.9	1.9	-4.8	0.7	nt	-29.8
O=C(O)CC(SCC(=O)NC1CCCc2ccccc21)C(=O)O (stereo unspecified)	-7.8	12.1	11.7	-15.9	-4.7	6.4	-14.3	1.2	-2.6	15.3	12.5
COc1ccc(OC)c(C2C(C(=O)c3ccc(C)o3)=C(O)C(=O)N2CCN2CCOCC2)c1 (stereo unspecified)	-18.7	12.7	-7.0	-10.9	-7.6	9.8	21.1	-19.9	3.8	-4.3	-3.0

Further results.
SMILES	TROY NFkB inh	NCOA3 inh	NCOA2 inhibitor	TRAIL sens C8	NR5A2 inv ag	KKLEB tox	TWEAK-Fn14 inh	CF NFkB block	LMP1 NFkB inh	NR2F2 inh	NCOA1 inh
CCOC(=O)c1c(C)[nH]c(C(=O)CSc2nc3ccccc3o2)c1C	-14.6	18.8	-17.2	2.8	7.8	3.1	-17.9	3.4	-23.5	1.0	10.8
CCOC(=O)N1CCC(N2C(=O)c3ccc(C(=O)Nc4ccc(OC)cc4)cc3C2=O)CC1	-4.2	6.6	2.6	-8.5	-4.2	-4.7	-37.2	2.8	3.5	-1.8	7.4
CCCn1nnnc1NCc1ccccc1OCC	6.6	-41.2	7.8	9.7	2.8	3.0	4.0	-8.1	-9.1	9.6	4.3
O=C(Nc1ccccc1C(=O)N1CCOCC1)c1noc2c1CCCC2	1.2	-1.2	-7.8	-3.9	-4.8	0.0	-8.3	10.1	-4.0	-3.3	-0.3
CN(C)CCCN1CC(C(=O)O)CC1=O (stereo unspecified)	10.4	2.8	4.2	2.4	12.4	-13.5	-14.7	0.9	3.8	-15.0	-10.1
N/C(=N\OC(=O)CCC1CCCC1)c1ccc([N+](=O)[O-])cc1	-15.9	-3.0	1.9	-6.2	-8.9	-12.4	-2.1	10.7	-5.8	28.5	-11.2
O=C(COc1ccc(C2SCCS2)cc1)NNC(=O)C(Cl)Cl	-19.6	-17.1	-10.2	1.6	-35.3	-2.5	-17.0	-4.5	-1.3	0.4	-29.1
CCOC(CNC(=O)c1ccc2c(c1)nc(C)n2-c1cccc(F)c1)OCC	16.5	11.6	12.7	-13.5	0.6	3.5	3.0	-0.3	9.2	1.9	-9.0
Cn1ccc2c(-c3ccc(F)nc3)cc3c(c21)C1CCC3C1 (stereo unspecified)	2.5	0.9	-16.2	44.4	-10.7	-3.8	-14.9	7.4	nt	5.5	-1.0
CCOC(=O)c1c(S(=O)(=O)NCCc2ccc(OC)c(OC)c2)c(C)n(C)c1C	-6.7	-0.8	-1.5	-12.9	6.6	-18.6	-10.5	30.4	6.8	11.4	2.9
COc1ccc(N(CC(O)CN2CCCCC2)S(=O)(=O)c2ccc(C)cc2)cc1 (stereo unspecified)	8.8	-6.9	-12.3	0.5	1.0	-13.4	-20.8	14.6	-1.5	10.4	-12.1
COC(=O)c1ccc2nc(-c3ccco3)c(Cc3cccc(Cl)c3)n2c1	-8.4	nt	4.8	-5.7	18.7	nt	23.4	nt	nt	3.5	nt
CC(=O)NC1(NC(C)=O)CCN(C)C(c2ccccc2)C1C (stereo unspecified)	5.6	-9.9	-19.3	-2.3	-12.8	4.3	-7.7	-2.2	0.6	7.2	-9.1
CC(=O)Nc1ccc(S(=O)(=O)N(C)CC(=O)OC2CCCCC2=O)cc1 (stereo unspecified)	-18.1	13.7	-4.9	-15.9	9.3	-3.1	5.2	-3.0	2.8	-4.7	8.9
